Screens (PubChem BioAssay)
KinaseGlo FLuc: blocks Kinase-Glo luciferase, a counter-screen artifact. Q27757. Kinase-Glo luciferase, ATP luminescence, 8 min. Potency, µM (series often up to 38.3 µM), for inactives: top-dose activity change, negative = inhibition, actives largely listed as inhibitors. 200,000 tested, 0.28% active; also: potency is read from the fitted curve at half-maximal effect; % is scaled to controls: 0 for no effect and ±100 for the full control effect; nearly all actives have a fitted effect of over 60% in size
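Substrate mix (final 50 mM imidazole pH 7.2, 50 mM KCl, 7 mM MgCl2, 10 uM ATP, 0.01% Tween 20, 0.05% BSA) plus pin-tool compound, then Kinase-Glo detection mix; 8 min ambient, luminescence read.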
Epigenetic derep: regulators of epigenetic silencing causing reporter derepression in mouse cells; murine LDR cells, GFP reporter derepression, 30 h; Potency, µM (titrated, usually from 53.9 µM), for inactives: top-dose GFP activation, hits mostly activators; 280,000 tested, 0.2% active; AID 1865; also: potency is read from the fitted curve at half-maximal effect; % of control where 0% means no effect; nearly all actives have a fitted effect of over 60% in size
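Readout is the number of GFP-expressing murine LDR cells, counted by cytometry following washing. Cells were treated with compound for 30 h at 37 C; the stably integrated CMV-GFP locus is normally silent.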
HttQ103 aggreg: reduces HttQ103-GFP aggregates in PC12 cells; PC12 HttQ103-GFP aggregates, Acumen cytometry, 40 h; Potency, µM (series often up to 46.1 µM), without a hit: at the highest dose activity change, negative = inhibition, most hits filed as inhibitors; 220,000 tested, 1.1% active; AID 1688; also: potency is read from the fitted curve at half-maximal effect; % is scaled to controls: 0 for no effect and ±100 for the full control effect; nearly all actives have a fitted effect of over 60% in size
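Ecdysone-promoter PC12 model expressing HTT exon 1 Q103 fused to GFP, induced by tebufenozide at 100 nM final. Compounds titrated; aggregates sized 1–25 µm scored on a 488 nm laser cytometer.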
L3MBTL1 block: inhibitors of human L3MBTL1; Q9Y468; AlphaScreen L3MBTL1–H3K9me1 peptide binding; 230,000 tested, 0.66% active; Potency, µM (top dose mostly 57.1 µM), without a hit: top-dose activity, negative = inhibition, actives largely listed as inhibitors; AID 485360; also: potency is read from the fitted curve at half-maximal effect; % is scaled to controls: 0 for no effect and ±100 for the full control effect; nearly all actives have a fitted effect of over 60% in size
Target sequence (Q9Y468 whole entry, looked up): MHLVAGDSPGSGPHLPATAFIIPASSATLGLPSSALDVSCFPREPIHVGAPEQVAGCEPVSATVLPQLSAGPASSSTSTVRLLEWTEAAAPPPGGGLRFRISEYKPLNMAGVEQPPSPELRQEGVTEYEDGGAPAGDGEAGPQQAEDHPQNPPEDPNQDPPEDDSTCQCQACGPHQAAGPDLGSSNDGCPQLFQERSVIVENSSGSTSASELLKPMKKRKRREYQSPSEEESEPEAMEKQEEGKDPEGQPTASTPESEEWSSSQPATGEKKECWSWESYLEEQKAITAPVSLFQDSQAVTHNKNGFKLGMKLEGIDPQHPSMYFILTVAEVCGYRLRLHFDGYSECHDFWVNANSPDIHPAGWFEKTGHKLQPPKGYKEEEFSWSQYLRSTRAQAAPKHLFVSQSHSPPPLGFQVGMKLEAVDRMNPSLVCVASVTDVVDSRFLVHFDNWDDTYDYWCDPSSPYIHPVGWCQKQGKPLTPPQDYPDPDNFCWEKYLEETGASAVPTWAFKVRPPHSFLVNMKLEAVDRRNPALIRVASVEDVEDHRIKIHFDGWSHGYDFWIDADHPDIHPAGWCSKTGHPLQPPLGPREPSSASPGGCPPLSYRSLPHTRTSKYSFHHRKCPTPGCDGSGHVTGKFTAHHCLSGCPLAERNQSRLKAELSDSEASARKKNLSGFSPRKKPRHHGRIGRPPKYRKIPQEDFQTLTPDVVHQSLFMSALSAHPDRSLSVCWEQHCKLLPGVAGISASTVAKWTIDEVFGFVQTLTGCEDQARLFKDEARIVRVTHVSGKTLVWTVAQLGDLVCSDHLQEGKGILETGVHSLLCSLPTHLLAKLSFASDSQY
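Displacement of a biotinylated histone H3(1-15) peptide monomethylated at Lys9 (75 nM) from L3MBTL1 (50 nM) was measured by AlphaScreen after a 30 min room-temperature compound incubation; cefsulodin titration served as intraplate control.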
IMPase Li inh: membrane-permeable IMPase blocker, potentiated with lithium; AID 1457; CHO-M1 cells, IP1 TR-FRET (IP-One), carbachol + lithium; Potency, µM (highest dose often 59.4 µM), for inactives: top-dose activity, negative = IMPase inhibition, actives largely listed as inhibitors; 210,000 tested, 0.35% active;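 also: IP1 builds up when IMPase is blocked and the TR-FRET signal falls; potency is read from the fitted curve at half-maximal effect; plate controls were basal vehicle for no effect and high inhibitor control for full effect; nearly all actives have a fitted effect of over 50% in size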
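Lithium-sensitised IP1 accumulation assay; M1-expressing CHO cells treated 30 min at 37C with compound. Competitive antibody detection by time-resolved FRET followed a 10 min room-temperature lysis step.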
NPSR antag: antagonists of human neuropeptide S receptor cAMP signaling; CHO-NPSR cells, cAMP TR-FRET, antagonist mode; Potency, µM (highest dose often 38.3 µM), for inactives: top-dose activity change, negative = inhibition, hits mostly inhibitors; 220,000 tested, 1% active; AID 1461; also: potency is read from the fitted curve at half-maximal effect; % is scaled to controls: 0 for no effect and ±100 for the full control effect; nearly all actives have a fitted effect of over 50% in size; many of its hits are not listed in these tables
CBFb RUNX1 block: blocks binding between human CBF-beta and RUNX1; Q01196+Q13951; AlphaScreen CBFb-His/RUNX1-biotin binding, biochemical; Potency, µM (series often up to 59.8 µM), for inactives: top-dose activity, negative = inhibition, most hits filed as inhibitors; 230,000 tested, under 10 active; also: % of control where 0% means no effect
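CBF-beta (His) and RUNX1 (biotin), 30 nM each; 20 min preassociation; + compound, 15 min; + beads 50 ng each (Ni, streptavidin), 90 min; RT; AlphaScreen read.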
* hit, by the source's call; ? = inconclusive; nt = no result given; [ ] = dose if it differs, or a comment. Calls follow the shape of the dose curve; as a rule, active = well fitted curve in the direction sought with a large enough effect; inconclusive = small, poorly fitted or top-dose-only effect, or another doubt; inactive = no such curve, though single readings can be large; an effect the other way counts as inactive or inconclusive. An excerpt; count on the stated rates, not on these rows.

SMILES	KinaseGlo FLuc	Epigenetic derep	HttQ103 aggreg	L3MBTL1 block	IMPase Li inh	NPSR antag	CBFb RUNX1 block
CC(C)[C@@H]1NC(=O)[C@H](Cc2ccccc2)NC(=O)[C@@H](CC(=O)O)NC(=O)CNC(=O)[C@H](CCCNC(=N)N)NC1=O	nt	0.8%	nt	nt	7%	nt	5%
COC(=O)Nc1snnc1C	1%	-0.9%	-1%	-8%	-9%[38.3 µM]	-3%[46.1 µM]	-3%
CCCCOc1ccc(C(C)NC(=O)CCS(=O)(=O)Cc2ccc(C)cc2)cc1 (configuration not stated)	2%	0.0%	17%	2%	3%	-12%[46.1 µM]	3%
CC1CCc2c(C(=O)NCc3ccccn3)csc2C1 (configuration not stated)	-1%	1.1%	8%	-4%	8%	10%	-13%
N#CCOC(=O)C1CSC2(c3ccc(Br)cc3)CCC(=O)N12 (configuration not stated)	0%	4.3%	12%	5%	8%	1%	10%
COc1ccc(CN2CC(=O)N(c3ccc(C)cc3)C2=S)cc1OC	7%	0.0%	22%	4%	-2%	13%	-11%
COCCn1c(COc2ccc(Cl)cc2)nnc1SCC(N)=O	2%	0.0%	12%	-1%	31%[38.3 µM]	-9%[46.1 µM]	2%
O=C(N/N=C/c1ccc(OCc2ccccc2)cc1)c1ccncc1	4%	-3.8%	28%	-9%	4%	7%	18%
CCC(C)NC(=O)Cn1cnc([N+](=O)[O-])c1 (configuration not stated)	0%	0.0%	3%[9.22 µM]	7%	5%	-7%	8%
N#Cc1cc(-c2ccccc2)nn1-c1ccccc1	0%	0.1%	5%	-16%	32%[activator][38.3 µM]	4%[46.1 µM]	14%
COC(=O)COc1ccc2occ(C(C)=O)c2c1	-2%	-1.2%	-5%	19%	-13%[38.3 µM]	-9%[46.1 µM]	26%
Cn1cc(CN2CCN(CCO)CC2)c(-c2ccc(Oc3ccccc3)cc2)n1	3%	1.3%	-3%	-3%	-6%	-19%	7%
COC(=O)CCC(=O)N1CCOCCOCCN(C(=O)CCC(=O)OC)CCOCCOCC1	0%	0.0%	4%	-7%	-8%	-2%[46.1 µM]	-10%
Cc1ccccc1Nc1nnc(C)c(=O)[nH]1	4%	0.0%	-32%	-29%[11.4 µM]	-2%[38.3 µM]	4%[46.1 µM]	6%
C/C(=N\NC(N)=O)c1ccc(-n2ccnc2)cc1	0%	-1.2%	-4%	1%	27%	11%	-1%
Cc1cc(C)c2oc(C(=O)N(Cc3ccccc3)C3CCS(=O)(=O)C3)cc(=O)c2c1 (configuration not stated)	nt	1.0%	-7%[9.22 µM]	nt	nt	-2%	8%
OC[C@@H]1[C@@H](c2ccccc2)C(c2ccc(F)cc2)=NN1c1ccccc1	2%[39.9 µM]	1.2%	nt	66%[activator]	-3%	nt	?
COc1ccc(NC(=S)NNC(=O)C(C)n2nc(C)c([N+](=O)[O-])c2C)cc1 (configuration not stated)	18%	6.6%	-16%	nt	22%[38.3 µM]	-7%[46.1 µM]	2%
O=C(c1cccc(F)c1)N1CCN(C(=O)C2CC2)CC1	-1%	-0.8%	0%	-2%	-5%[38.3 µM]	-1%[46.1 µM]	7%
O=C(COc1ccc(C(=O)c2ccc(F)cc2)cc1)NCc1ccc(F)cc1	4%	0.0%	5%	9%	12%	-5%[46.1 µM]	15%

Next part; it opens with the 6 that closed the last part.
SMILES	KinaseGlo FLuc	Epigenetic derep	HttQ103 aggreg	L3MBTL1 block	IMPase Li inh	NPSR antag	CBFb RUNX1 block
C/C(=N\NC(N)=O)c1ccc(-n2ccnc2)cc1	0%	-1.2%	-4%	1%	27%	11%	-1%
Cc1cc(C)c2oc(C(=O)N(Cc3ccccc3)C3CCS(=O)(=O)C3)cc(=O)c2c1 (configuration not stated)	nt	1.0%	-7%[9.22 µM]	nt	nt	-2%	8%
OC[C@@H]1[C@@H](c2ccccc2)C(c2ccc(F)cc2)=NN1c1ccccc1	2%[39.9 µM]	1.2%	nt	66%[activator]	-3%	nt	?
COc1ccc(NC(=S)NNC(=O)C(C)n2nc(C)c([N+](=O)[O-])c2C)cc1 (configuration not stated)	18%	6.6%	-16%	nt	22%[38.3 µM]	-7%[46.1 µM]	2%
O=C(c1cccc(F)c1)N1CCN(C(=O)C2CC2)CC1	-1%	-0.8%	0%	-2%	-5%[38.3 µM]	-1%[46.1 µM]	7%
O=C(COc1ccc(C(=O)c2ccc(F)cc2)cc1)NCc1ccc(F)cc1	4%	0.0%	5%	9%	12%	-5%[46.1 µM]	15%
CCCN(CC(=O)Nc1ccc(Cl)cc1Cl)Cc1cc(=O)n2ccsc2n1	2%	-2.8%	-10%	-1%	14%	-54%	0%
CCOC(=O)C1CCCN(C(=O)COc2ccc(S(=O)(=O)N(CC)c3ccccc3)cc2)C1 (configuration not stated)	2%	1.8%	0%	-3%	22%	-36%	6%
Cc1cc(C)c2c(=O)[nH]c(SCC(=O)N3CCCCC3)nc2n1	13%	-0.1%	-3%[9.22 µM]	4%	-9%[38.3 µM]	-14%[46.1 µM]	2%
CSc1ncccc1C(=O)OCC(=O)c1ccccc1Br	-16%	-7.0%	2%	74%[activator]	13%	-15%	12%
Cn1cnc(Sc2ncnc3nc[nH]c23)c1[N+](=O)[O-]	nt	0.1%	-31%[9.22 µM]	nt	nt	14%	12%
COCc1cc(C)nc2oc(C(=O)c3ccccc3)c(N)c12	-3%	1.3%	0%	19%	17%	-20%	2%
COc1ccccc1N(CC(=O)NCc1ccccc1)C(=O)CCC(=O)Nc1ccccn1	1%	-0.8%	-8%	6%	8%	-3%[46.1 µM]	-3%
COCCn1c(=S)[nH]c2cc(C(=O)N3CCc4ccccc4C3)ccc2c1=O	0%	3.8%	4%	nt	2%	-5%	0%
CCOC(=O)c1ccc(N2CCN(c3ccccc3F)CC2)c(NC(=O)Nc2cccc(OC)c2)c1	5%	-3.2%	0%	-7%	12%	15%	3%
COc1cc(C(=O)NCCc2cc3c(OC)ccc(OC)c3[nH]c2=O)cc(OC)c1OC	-1%	-1.2%	-11%	nt	8%	12%	2%
COc1ccc(NCC(=O)Nc2ccc(Cl)cc2C)c(OC)c1	4%	4.5%	-19%	-14%	24%[38.3 µM]	-8%[46.1 µM]	?
Cc1ccc(NC(=O)CSc2nc(CSc3ccc(C)cc3)cc(=O)[nH]2)cc1	3%	5.3%	11%[9.22 µM]	-18%	11%	38%	3%
CN1CCN(C(=O)c2cc3nc(-c4ccccc4)cc(C(F)(F)F)n3n2)CC1	0%	-1.6%	-18%	nt	-15%[38.3 µM]	8%[46.1 µM]	1%
CC1CCc2nc3sc4c(c3c(N)c2C1)CCCC4 (configuration not stated)	-4%	-0.9%	-16%	0%	20%	-12%	-1%
COc1cc(OC)cc(C(=O)N2CCN(Cc3ccccc3C(F)(F)F)CC2)c1	nt	1.0%	8%	1%	nt	-16%[46.1 µM]	1%
CCCCCCC(=O)Nc1ccc(C(=O)N/N=C/c2cccnc2)cc1	-2%	-1.2%	5%	-5%	1%[38.3 µM]	-11%[46.1 µM]	2%
C/C(=N/NC(=O)CC(=O)N/N=C(\C)c1ccc([N+](=O)[O-])cc1)c1ccc([N+](=O)[O-])cc1	nt	1.0%	-12%[9.22 µM]	nt	nt	-5%	9%
CCOC(=O)C(C)Sc1nc(-c2ccccn2)ncc1OC (configuration not stated)	-1%	-0.5%	13%	25µM*	7%	5%	?
CC1CCc2c(sc(Nc3nc4c(F)cccc4s3)c2C(N)=O)C1 (configuration not stated)	0%	-1.1%	4%	7%	-2%	6%	-1%
Cc1nc(C(=O)N2CCOCC2)sc1C1(C)CC(c2ccccc2)=NO1 (configuration not stated)	nt	4.1%	-25%[9.22 µM]	nt	nt	-5%	0%

3 compounds out of the list, ordered by SMILES length, rising.
SMILES	KinaseGlo FLuc	Epigenetic derep	HttQ103 aggreg	L3MBTL1 block	IMPase Li inh	NPSR antag	CBFb RUNX1 block
CC1CCc2nc3sc4c(c3c(N)c2C1)CCCC4 (configuration not stated)	-4%	-0.9%	-16%	0%	20%	-12%	-1%
COc1ccc(NCC(=O)Nc2ccc(Cl)cc2C)c(OC)c1	4%	4.5%	-19%	-14%	24%[38.3 µM]	-8%[46.1 µM]	?
COc1cc(OC)cc(C(=O)N2CCN(Cc3ccccc3C(F)(F)F)CC2)c1	nt	1.0%	8%	1%	nt	-16%[46.1 µM]	1%

3 entries from above, comma-delimited:
canonical_smiles,KinaseGlo FLuc,Epigenetic derep,HttQ103 aggreg,L3MBTL1 block,IMPase Li inh,NPSR antag,CBFb RUNX1 block
CSc1ncccc1C(=O)OCC(=O)c1ccccc1Br,-16%,-7.0%,2%,74%[activator],13%,-15%,12%
Cn1cnc(Sc2ncnc3nc[nH]c23)c1[N+](=O)[O-],nt,0.1%,-31%[9.22 µM],nt,nt,14%,12%
COCc1cc(C)nc2oc(C(=O)c3ccccc3)c(N)c12,-3%,1.3%,0%,19%,17%,-20%,2%

The listing continues:
SMILES	KinaseGlo FLuc	Epigenetic derep	HttQ103 aggreg	L3MBTL1 block	IMPase Li inh	NPSR antag	CBFb RUNX1 block
CCN(CC)c1ccc(/C=N\N2CCN(Cc3ccc(C)cc3)CC2)cc1	3%	-4.5%	11%	?	12%	-17%	?
Cn1c(N)c(C(=O)COC(=O)C2(c3cccc(F)c3)CCCC2)c(=O)n(C)c1=O	4%	0.2%	-12%	2%	4%[38.3 µM]	5%[46.1 µM]	2%
O=C(COc1ccc(S(=O)(=O)N2CCOCC2)cc1)Nc1ccccc1C(F)(F)F	17%	-0.2%	0%	nt	8%[38.3 µM]	2%[46.1 µM]	7%
COC(=O)c1c(-c2c(Cl)cccc2Cl)noc1C(=O)NN	nt	-1.6%	19%[9.22 µM]	8%	nt	-15%	-3%
CC(C)C(N)C(=O)O (configuration not stated)	nt	0.0%	nt	nt	-7%	nt	13%
COC(=O)Nc1sc2c(c1C(=O)NC1CC1)CCCCCC2	1%	-2.3%	-16%	nt	5%[38.3 µM]	5%[46.1 µM]	-4%
